Compound activity: PubChem BioAssay, Sanford-Burnham Center for Chemical Genomics
Hsp70 inhibitors – Hsp70 inhibitors, probe displacement, primary screen, biochemical, fluorescence polarization (AID 583). Heat shock 70 kDa protein 1A (Homo sapiens). Hsp70 fluorescence polarization probe displacement, mP; higher % means a stronger effect. one-dose displacement, % at 20 µM; IC50 in µM for titrated hits. actives 0.06% (n = 140,000); in the data active means displacement above about 50%;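 further: plate controls were vehicle for no effect and reference ligand for full effect; a part of the inactive calls stands beside numbers as strong as those of hits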
Rat MKP-3 inhibitors – MKP-3 phosphatase inhibitors, primary screen, biochemical, rat enzyme, in vitro (AID 425); Dual specificity protein phosphatase 6 (Rattus norvegicus); recombinant MKP-3 phosphatase activity, fluorescence; higher % means a stronger effect; one-dose inhibition, % at 20 µM; IC50 in µM for titrated hits; actives 0.17% (n = 110,000); in the data active means inhibition above about 50%;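 further: plate controls were vehicle for no effect and reference inhibitor for full effect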
* hit, by the source's call; . = no result given; & = joins results of further samples.

Rat MKP-3 inhibitors	Hsp70 inhibitors	canonical_smiles
5.0%	-3.1%	Cn1c(=O)oc2cc(S(=O)(=O)NCCC(=O)NCCc3ccccc3)ccc21
.	1.5%	O=C1CC(c2ccc(S(=O)(=O)Nc3cc(C(F)(F)F)cc(C(F)(F)F)c3)cc2)CN1 (centres undefined)
3.2%	-3.9%	Cc1ccc(-c2nn(CCC#N)cc2C=O)o1
-0.1%	2.4%	CC1=CC(C)(C)N(C(=O)NC2CCCCC2)c2cc(C)ccc21
-8.3%	-2.7%	CCOc1cc(C(=O)NC(C)c2ccncc2)cc(OCC)c1OCC (centres undefined)
-8.7%	-1.5%	COC(=O)c1sccc1NC(=O)c1ccc(OC)cc1
-6.6%	-3.6%	CCOc1cc(/C=C2/C(=N)N3N=C(CC)SC3=NC2=O)ccc1OCc1ccc(F)cc1
3.8%	0.8%	COc1ccc(S(=O)(=O)NCCSCc2ccco2)cc1Cl
.	-2.4%	COc1ccc(OC)c(S(=O)(=O)Nc2ccc(C)c(C)c2)c1
0.9%	4.7%	Cc1ccc(-c2csc(/C(C#N)=C\c3ccc(C)s3)n2)cc1
.	2.5%	COc1cc(NC(=O)CCNC(=O)Cn2cnc3ccccc3c2=O)cc(OC)c1OC
.	-2.8%	O=C1CCCC2=C1C(c1ccc(Cl)cc1)N1C(=O)CCSC1=N2 (centres undefined)
0.2%	1.6%	COc1cc(NC(=O)c2ccc(C(C)(C)C)cc2)c(OC)cc1NC(C)=O
1.3%	0.7%	COc1ccc(OC)c(/C=N/NC(=O)c2ccc[n+](Cc3ccccc3)c2)c1
.	5.9%	COC(=O)c1cn(CC(=O)N2C(C)CCCC2C)c2ccccc12 (centres undefined)
1.7%	-2.7%	COc1ccc(O)c(C(=O)CC(=O)c2ccc(C)cc2)c1
-0.2%	3.7%	COc1ccc(N2C(=O)/C(=C\c3cccc(OC)c3O)SC2=S)cc1
-0.4%	-0.7%	CC(=O)Nc1ccc(S(=O)(=O)N(CCc2ccccc2)CC(=O)O)cc1
0.4%	-1.4%	O=[N+]([O-])c1cc2nc(N3CCOCC3)c(N3CCOCC3)nc2cc1[N+](=O)[O-]
3.4%	2.2%	CCOc1ccc(N2CC(=O)N/C2=N\c2nc(C)cc(C)n2)cc1
.	-2.8%	N#Cc1ccc(OCc2nnc(SCC(=O)c3ccccc3)n2-c2ccccc2)cc1
.	6.3%	Cc1ccc(NC(=O)Nc2ccccc2C#N)c(Cl)c1
-5.1%	1.1%	Oc1ccc(-c2[nH]ncc2-c2cccc3cccnc23)c(O)c1
-1.7%	2.4%	O=C(Nc1ccccc1)C1C(c2ccccc2)C1(Cl)Cl (centres undefined)
-2.2%	11.4%	COc1ccc2nc(N3CCC(C)CC3)c(C#N)cc2c1
5.6%	0.7%	Cc1cc(Nc2ccc3c(c2)OCO3)n2c(nc3ccccc32)c1C#N
.	-6.0%	N/C(Cc1cccs1)=N\OC(=O)COc1ccc(Cl)cc1Cl
-1.5%	1.3%	O=[N+]([O-])c1ccc(-c2cn3c(n2)sc2ccccc23)cc1
0.3%	1.2%	CCn1c2c(c3cc(C)ccc31)CCCC2=O
-1.4%	-3.7%	Cc1oc2c(c1C(=O)NC(Cc1c[nH]c3ccccc13)C(=O)O)CCCC2 (centres undefined)

Structural class, the compounds so far containing a Cl atom.
Rat MKP-3 inhibitors	Hsp70 inhibitors	canonical_smiles
3.8%	0.8%	COc1ccc(S(=O)(=O)NCCSCc2ccco2)cc1Cl
.	-2.8%	O=C1CCCC2=C1C(c1ccc(Cl)cc1)N1C(=O)CCSC1=N2 (centres undefined)
.	6.3%	Cc1ccc(NC(=O)Nc2ccccc2C#N)c(Cl)c1
-1.7%	2.4%	O=C(Nc1ccccc1)C1C(c2ccccc2)C1(Cl)Cl (centres undefined)
.	-6.0%	N/C(Cc1cccs1)=N\OC(=O)COc1ccc(Cl)cc1Cl

The list continues:
Rat MKP-3 inhibitors	Hsp70 inhibitors	canonical_smiles
.	-0.5%	O=C(CN1CCN(c2ncc(C(F)(F)F)cc2Cl)CC1)N1CCN(c2ncc(C(F)(F)F)cc2Cl)CC1
.	-3.1%	O=C(c1ccccc1)N1CCN(C(=O)c2ccncc2)CC1
.	8.4%	Cc1nc2c(C#N)c[nH]n2c(=O)c1Cc1ccccc1
5.7%	0.4%	CCc1ccc(/C=C2/C(=O)NC(=O)N(c3cccc(C)c3)C2=O)cc1
-3.6%	-17.3%	COc1ccccc1-n1nc(C(=O)O)c2ccccc2c1=O
0.9%	8.2%	Cc1c(N=Cc2nc3ccccc3[nH]2)c(=O)n(-c2ccccc2)n1C
-5.3%	0.4%	O=c1[nH]c(CN2CCc3ccccc3C2)nc2ccccc12
-2.7%&1.9%	4.6%&-0.6%	CCOC(=O)c1c(C)n(C)c2cc(Br)c(C(=O)OC)cc12
.	-1.8%	COC(=O)C1CCN(S(=O)(=O)c2ccc(NC(C)=O)cc2)CC1
1.5%	-1.3%	COc1ccc(F)cc1S(=O)(=O)NC(Cc1ccccc1)C(N)=O (centres undefined)
3.1%	9.1%	O=c1cc(O)nc2n1CCCS2
-11.4%	.	CCc1nnc(NC(=O)Nc2ccc(OC)cc2)s1
0.7%	-0.2%	O=C(NC1c2ccccc2-c2ccccc21)N1CCOCC1
4.3%	1.1%	COc1cc(C(=O)Nc2ccccc2N2CCN(S(C)(=O)=O)CC2)cc(OC)c1OC
-3.7%	-1.1%	Cc1cccc(-c2c3c(=O)n(C)c(=O)n(C)c3cn2C(C)(C)C)c1
-0.5%	-2.2%	O=[N+]([O-])c1ccc(CNC2C3CC4CC(C3)CC2C4)cc1 (centres undefined)
8.6%	-2.2%	O=C(Nc1ccc2nn(-c3ccc(F)cc3)nc2c1)c1ccc(-c2ccc([N+](=O)[O-])cc2)o1
-9.2%	-1.1%	CCOC(=O)c1cc(C)sc1NC(=O)C1CCC1
.	-0.5%	CCCCOc1ccc(C(O)(CC)CCN2CCOCC2)cc1 (centres undefined)
.	-6.4%	c1ccc(CNc2ncnc3c2oc2ccccc23)nc1
5.4%	-0.3%	COc1cc(S(=O)(=O)Nc2ccccc2C)ccc1Cl
-5.1%	-5.7%	O=C(c1cccs1)N(Cc1ccccn1)Cc1ccco1
-3.2%	2.9%	O=C(CN(c1cccc([N+](=O)[O-])c1)S(=O)(=O)c1ccccc1)Nc1ccccc1Cl
-5.7%	-5.3%	CCOC(=O)C1=C(C)N=c2s/c(=C/c3cc(Cl)c(OCC(=O)O)c(OC)c3)c(=O)n2C1c1ccccc1Cl (centres undefined)
3.2%	4.7%	O=C1NC(=S)NC(=O)C1=Cc1cccc(Cl)c1Cl
0.8%	2.3%	O=C(c1cnn2c1NC(c1cccs1)CC2C(F)(F)F)N1CCOCC1 (centres undefined)
52.7%*	7.6%	Cc1ccc(S(=O)(=O)/N=C2/C=C(Cl)C(=O)c3ccccc32)cc1
1.7%	-21.5%	CCOC(=O)C1=C(C)N=c2s/c(=C\c3ccc(C)o3)c(=O)n2C1c1cccc(OC)c1 (centres undefined)
.	1.0%	Cc1cccc(NC(=S)NC2CC3CCCC(C2)N3CC(C)C)c1 (centres undefined)
-1.6%	-3.5%	Cc1ccc2cc3c(NC(=O)c4ccco4)nn(C)c3nc2c1
.	-3.1%	CCC(=O)N(CCC1(C(C)C)CCOC(C)(C)C1)Cc1ccco1 (centres undefined)
-1.3%	-4.8%	COc1ccc(N(CC(=O)N2c3ccccc3CC2C)S(=O)(=O)c2c(C)noc2C)cc1 (centres undefined)
3.3%	6.3%	O=C(Nc1ccccc1C(=O)NCCN1CCOCC1)c1ccco1
1.3%	-9.5%	C=CCOc1ccc(/C=C2\SC(=S)N(c3ccc(OC)cc3)C2=O)cc1OC
0.5%	7.3%	Cc1ccc(S(=O)(=O)N2CCN(C(=O)c3cccnc3)CC2)cc1
-5.0%	1.4%	C=CCOC(=O)C(C#N)c1nc2ccccc2nc1N1CCN(Cc2ccc3c(c2)OCO3)CC1 (centres undefined)
0.3%	.	CCCOC(=O)CN1C(=O)c2ccc(C(=O)OCCC)cc2C1=O
-0.8%	-0.2%	O=C(Nc1ccccc1)N1CCN2C(=O)c3ccccc3C12c1ccccc1 (centres undefined)
2.5%	-1.6%	CCOC(=O)C1=C(C)N=c2s/c(=C\c3sccc3C)c(=O)n2C1c1cc(OC)ccc1OC (centres undefined)
.	5.2%	Cc1cc(OCC(=O)NCC(C)C)cc(C)c1Br
-20.3%	-1.4%	Nc1cc(=O)nc(SCC(=O)NC2CCCCC2)n1-c1ccccc1
3.2%	-1.7%	CC1=C(C)CC2C(=O)N(c3ccc([N+](=O)[O-])cc3)C(=O)C2C1 (centres undefined)
3.5%	-2.1%	CC(C)c1ccc(/C=C(\C(=O)c2ccccc2Cl)c2nc3ccccc3o2)cc1
2.7%&-1.9%	3.7%&2.4%	Cc1ccc(S(=O)(=O)Nc2ccccc2C(N)=O)cc1
-13.5%	.	COc1ccc(NS(=O)(=O)c2ccc(Br)s2)cc1OC
-0.7%	-2.0%	O=C1/C(=C/c2c(Cl)cccc2Cl)SC(=S)N1CCc1ccccc1
-1.4%	0.6%	Nc1nnc(-c2cccc(Cl)c2Cl)c(N)n1
-9.7%	3.7%	COC(=O)c1ccccc1NC(=O)CN(Cc1ccccc1)S(C)(=O)=O
-0.7%	-0.1%	COc1cc(/C=C2/SC(=S)N(C)C2=O)cc(Cl)c1OCCOc1ccc(C)cc1
.	-4.2%	O=C(Oc1cccnc1)c1cc(S(=O)(=O)N2CCOCC2)ccc1Cl
1.9%	0.9%	CC1=C(C(=O)OC2CCCC2)C(c2cccc(O)c2)C2=C(CC(c3ccc(Cl)cc3)CC2=O)N1 (centres undefined)
5.2%	-4.9%	O=C(O)CC(CC(=O)O)c1ccccc1[N+](=O)[O-]
.	3.3%	Cc1ccc(S(=O)(=O)Nc2c(C)nn(C)c2C)cc1
5.2%	-0.6%	CC1=Nc2ccccc2NC(=O)C1Sc1nnc(C)s1 (centres undefined)
.	-2.6%	C=CCc1ccc(OCCCCN2CC(C)OC(C)C2)c(OC)c1 (centres undefined)
10.6%	1.1%	COC(=O)CC1SC(=O)NC1=Nc1ccc(C)cc1 (centres undefined)
-0.3%	3.2%	O=C(O)CSCCC(=O)Nc1ccc(F)cc1
-0.2%	-0.1%	CCCCn1c(CNC(=O)CCC)nc2ccccc21
-5.8%	1.1%	CC(C)OC(=O)CSc1nnc(-c2ccc(Cl)cc2)n1N
3.2%	2.8%	Fc1ccc(NC(=S)NCC(c2ccccc2)c2ccccc2)cc1

A section taken from the entries so far:
Rat MKP-3 inhibitors	Hsp70 inhibitors	canonical_smiles
0.5%	7.3%	Cc1ccc(S(=O)(=O)N2CCN(C(=O)c3cccnc3)CC2)cc1
-5.0%	1.4%	C=CCOC(=O)C(C#N)c1nc2ccccc2nc1N1CCN(Cc2ccc3c(c2)OCO3)CC1 (centres undefined)
0.3%	.	CCCOC(=O)CN1C(=O)c2ccc(C(=O)OCCC)cc2C1=O
-0.8%	-0.2%	O=C(Nc1ccccc1)N1CCN2C(=O)c3ccccc3C12c1ccccc1 (centres undefined)
2.5%	-1.6%	CCOC(=O)C1=C(C)N=c2s/c(=C\c3sccc3C)c(=O)n2C1c1cc(OC)ccc1OC (centres undefined)

More entries follow.
Rat MKP-3 inhibitors	Hsp70 inhibitors	canonical_smiles
-2.0%	2.8%	NC(=O)c1sc2nccc(Nc3ccccc3)c2c1N
-8.5%	1.7%	CC1=C(C#N)C(c2cccnc2)C2=C(CC(C)(C)CC2=O)N1 (centres undefined)
.	0.7%	O=P(O)(CCc1ccccc1)C(O)c1ccccc1 (centres undefined)
-1.6%	4.2%	COc1cc(NC(=O)c2ccc3c(c2)OCO3)c2ncccc2c1
0.2%	2.9%	O=C(NNC(=O)c1ccc2ccccc2c1O)c1ccccc1Cl
2.3%	1.8%	CCCn1c(NCc2ccc(N(C)C)cc2)nc2ccccc21
3.1%	5.5%	CC[C@H](C)C(=O)O[C@H]1C[C@@H](C)C=C2C=C[C@H](C)[C@H](CC[C@@H]3C[C@@H](O)CC(=O)O3)[C@H]21
0.4%	1.8%	Cc1cc(C)c(OCC(=O)Nc2cccc(O)c2)cc1C
-0.4%	6.1%	CC(=O)N1C(=O)/C(=C2\SC(=S)N(c3cccc(Br)c3)C2=O)c2ccccc21
-1.4%	1.2%	O=C(NCc1ccccc1)C1CN(S(=O)(=O)c2ccccc2)CCN1S(=O)(=O)c1ccccc1 (centres undefined)
-3.7%	-1.7%	CCCCCn1c(=O)[nH]c2cc(C(=O)NCCN3CCOCC3)ccc2c1=O
1.6%	-0.7%	Cc1ccc(-n2nc3cc(C)c(NC(=O)c4ccccc4I)cc3n2)cc1
.	-3.8%	N=C1C(=O)OCC1c1cc(Cl)ccc1NC(=O)Nc1ccccc1 (centres undefined)
1.2%	10.7%	COc1ccccc1NC(=O)c1cc2ccccc2o/c1=N\O
-2.1%	-1.3%	CC(=O)c1ccc(N2CCN(C(=O)c3ccc(NC(=O)C4CCCO4)cc3)CC2)cc1 (centres undefined)
0.4%	0.9%	COCc1nc(-c2cc(Br)ccc2OC)no1
-3.9%	-1.1%	S=c1nc2c(n[nH]1)c1ccccc1n2Cc1ccccc1
.	-1.1%	O=C(CSc1nnc(-c2ccncc2)n1CC1CCCO1)Nc1nccs1 (centres undefined)
-9.0%	2.9%	CCOc1ccccc1OCCCC(=O)Nc1ccc(OC)nc1
-10.3%	2.2%	COc1cc(NC(=O)c2ccco2)c(OC)cc1NC(=O)CSc1nnc(-c2cccs2)n1C
-0.5%	6.0%	CC(C)c1ccc2[nH]c3c(c2c1)CCC/C3=N\NC(=O)c1ccncc1
-5.6%	0.9%	CCOc1ccc(C2=Nn3c(nnc3-c3ccccc3OC)SC2)cc1

An excerpt; the hit share may differ from the screen's.
